NPYLR7 ag – agonists of mosquito NPYLR7 receptor, primary screen, cell-based, Aedes aegypti, calcium fluorescence, mosquito biting behavior | Aedes aegypti neuropeptide Y-like receptor 7 (NPYLR7) | HEK293T NPYLR7/Galpha15, GCaMP6s calcium fluorescence | activation, % at 10 µM | actives 0.15% (n = 270,000); in the data active = activation above about 40%;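 also: 0% = vehicle and 100% = reference agonist at the receptor; some compounds past the cut are filed as inactive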
mcGAS inh – cyclic GMP-AMP synthase inhibitors, mouse, primary biochemical chemiluminescence. Q8C6L5. actives 0.15% (n = 160,000). inhibition, % at 12.5 µM. recombinant cGAS, Kinase-Glo ATP depletion luminescence;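 also: 0% = negative control wells and 100% = reference inhibitor with no enzyme activity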
hcGAS lum – Primary biochemical luminescence assay for human cyclic GMP-AMP synthase inhibitors; inhibition, % at 12.5 µM; recombinant h-cGAS, ATP depletion, Kinase-Glo luminescence; actives 0.081% (n = 290,000);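 also: 0% = vehicle reaction and 100% = reaction without DNA for no activity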
Target sequence (Q8N884 whole entry, looked up): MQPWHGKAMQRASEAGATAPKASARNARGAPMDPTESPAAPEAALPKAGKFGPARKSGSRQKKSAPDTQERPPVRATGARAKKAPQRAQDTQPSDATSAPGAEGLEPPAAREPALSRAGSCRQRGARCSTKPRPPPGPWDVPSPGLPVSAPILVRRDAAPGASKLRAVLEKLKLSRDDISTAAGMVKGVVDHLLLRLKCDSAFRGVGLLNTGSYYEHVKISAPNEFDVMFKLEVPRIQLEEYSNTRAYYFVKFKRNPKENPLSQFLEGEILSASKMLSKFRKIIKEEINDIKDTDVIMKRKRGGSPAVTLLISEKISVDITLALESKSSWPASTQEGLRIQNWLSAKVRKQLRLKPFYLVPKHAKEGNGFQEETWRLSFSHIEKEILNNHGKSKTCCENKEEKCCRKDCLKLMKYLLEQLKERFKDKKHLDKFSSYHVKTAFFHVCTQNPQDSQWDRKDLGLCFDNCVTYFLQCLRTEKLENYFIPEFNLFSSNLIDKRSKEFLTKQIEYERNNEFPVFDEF
The depositor's hits bear a star; / = not tested or not shown; & = joins results of further samples; ! = not active in a repeat. Rule as the data show it, unless noted: active = inhibition above about 40%; inactive = the rest.

SMILES	NPYLR7 ag	mcGAS inh	hcGAS lum
COc1ccccc1N1CCN(C(=O)NCC(CC(C)C)N2CCOCC2)CC1 (stereo unspecified)	-4	-4	1
CCOCC(=O)Nc1c(C)nc2cc(C)ccn2c1=O	3	/	-10
C=C(C)COc1cccc(C(=O)N2CCC3(CCOCC3)CC2)c1	8	/	-4
Nc1ccc(F)c(NS(=O)(=O)c2cccs2)c1	-3	/	-2
O=C(Cn1cc(OCc2ccccc2F)c(=O)cc1CO)NCc1ccccc1	8	1	4
Cn1cc(OCc2ccccc2)c(=O)cc1C(=O)NC1CCCC1	1	/	-14
COc1cc([N+](=O)[O-])ccc1NC(=O)C=C(C)C	-3	/	5
CCOC(=O)CCCC(=O)N1CCC(n2c(=O)oc3ccc(F)cc32)CC1	16	-4	2
CC1(C)O[C@@H]2C[C@@](OCc3ccc(C#N)cc3)(C(=O)NCCN3CCCC3)CC(OCc3cccc(Cl)c3)[C@@H]2O1 (stereo partly specified)	22	-5	-4
O=C(/C=C/c1csc(-c2ccc(F)cc2)n1)N1CCOCC1	5	/	-2
CC(=O)N1CCC(CC(=O)NCC2(C)CCOCC2)CC1	/	0	9
CC(C)c1nc(CCNC(=O)c2ccc3cc[nH]c3c2)cs1	-1	/	1
COc1ccc(CNc2cc(OCc3cc(OC)ccc3OC)ncn2)cc1	-10	/	0
O=C1CCC(CCC(=O)N2CCCC(Nc3ccccc3)C2)=NN1 (stereo unspecified)	1	/	-11
COC(=O)c1cc2c(=O)n(C3CCCC3)ccc2nc1C	-10	-5	-6
CC1Cn2c(COc3ccccc3)nnc2S1 (stereo unspecified)	-1	/	2
CN(C)CC1CCCCC1O (stereo unspecified)	1	/	-8
C=CCn1nnc(NC(=O)c2ccc(OCC)c(Cl)c2)n1	-1	/	-6
Cc1ccn2c(=O)nc(SCC(=O)N3CCCCCC3)nc2c1	2	-8	-10
Cc1cc(=O)n2c3ccccc3n(CC(O)CNc3ccc(C(C)C)cc3)c2c1C#N (stereo unspecified)	3	-10	-7
CC(=O)c1cc(-n2c(CCCO)nc3ccccc32)cs1	10	/	-5
Cc1cccc(-c2noc(CN(C)C(=O)c3c(C)cc(C)n(C)c3=O)n2)c1	-1	/	3
CCCn1c(C)cc(-c2csc(NC(=O)C3CSC4(C)CCC(=O)N34)n2)c1C (stereo unspecified)	11	/	-11
COc1ccc2oc(=O)c(C(=O)NNC(=O)c3ccccc3)cc2c1	6	/	-4
COc1ccccc1Cn1c(C)c(C(=O)NCc2ccc(C(C)C)cc2)sc1=O	0	/	-4
COc1ccc(/C=C/C(=O)N2CCCC(C(=O)c3ccccc3OC)C2)cc1OC (stereo unspecified)	4&-1	-4	0&-3
CCC(C(=O)Nc1nc(CN2CCc3ccccc3C2)cs1)c1ccccc1 (stereo unspecified)	-10	/	-5
Cc1cc(=O)n2nc(N3CCCC(C(=O)NC4CC4)C3)sc2n1 (stereo unspecified)	3	-2	-10
CN1CCN(NC(=O)CCN2C(=O)/C(=C/c3ccc(Cl)cc3)SC2=S)CC1	-6	-4	-4
C=CCNC(=S)NNC(N)=O	2	/	-8
O=C(C=Cc1cccs1)N1CCOCC1	-9	/	0
Cc1cccc(NC(=O)CCC2CCN(C(=O)CSc3nncn3C)CC2)c1	17&6	/	-8&-1
Cc1ccc2c(c1)[C@@H]1[C@H](CO2)CN(CCO)C(=O)CCN1C(=O)C(C)C	3	-4	-3
CCCS(=O)(=O)N1CCN(c2ccc(-n3cccn3)nn2)CC1	-1	-10	-5
C[C@@H]1CN(c2ccc(C(=O)NCCCc3ccccn3)cn2)C[C@H](C)O1	8	/	-9
CCCNC1CCS(=O)(=O)C1 (stereo unspecified)	2	/	-5
CCN(CC)CCN(C(=O)c1ccnn1C)c1nc2ccc(OC)cc2s1	/	-8	-6
O=C(CSc1nc2[nH]ncc2c(=O)[nH]1)NCc1ccco1	0	/	-3
CC(C)c1c(C(=O)O)cnn1-c1ccccc1Cl	-7	-1	2
Cc1nn(-c2ccccc2)c(C)c1NC(C(=O)N(C)C)c1ccccc1 (stereo unspecified)	-5	/	-7
CCOC(=O)c1c(CN(CC)CC)n(-c2ccccc2)c2cc(Br)c(OC)cc12	-11	-4	-3
COc1cccc(COc2c[nH]c(C(=O)Nc3ccc(Cl)c(Cl)c3)cc2=O)c1	1	/	-14
COC[C@H]1C[C@H]2C[C@H](O)[C@@H](NC(=O)Nc3cccc(C(F)(F)F)c3)[C@@]2(O)CO1	9	-4	-9
CCOC(=O)C(=O)N1CCN(c2nccc(-c3ccc(OCC)cc3)n2)CC1	6	-7	-3
O=C(CC(C(=O)O)C1CCCO1)NC1CCCCC1 (stereo unspecified)	6	-5	-1
Cc1nn2c(NCCN(C)C)cc(C(C)C)nc2c1-c1ccccc1	8	-1	0
CS(=O)(=O)N(CC(=O)Nc1ccc(F)c(Cl)c1)c1cccc(C#N)c1	0	/	-5
COc1cccc(/C=C2\Oc3cc(OCC(=O)Nc4cc(C)ccc4OC)ccc3C2=O)c1	-2	-3	-2
Cc1cc(OC(=O)c2cccc(C(F)(F)F)c2)c([N+](=O)[O-])c(=O)[nH]1	-1	1	9
Oc1oc(-c2ccccc2)nc1C=Nc1cccc(F)c1	-3	-3	-2
CC(NC(=O)c1ccn[nH]1)c1nc(-c2ccc(Cl)cc2)no1 (stereo unspecified)	9	/	-9
O=C(CSc1nc(Cl)cc(N2CCN(c3ccccc3F)CC2)n1)NC1CCN(Cc2ccccc2)CC1	-6	1	3
COCCn1cc(NC(=O)NCC2CCN(c3ccc(F)c(F)c3)C2)cn1 (stereo unspecified)	-2	/	-2
CCc1ccc(-c2ccc(SCc3cccnc3)nn2)cc1	2	-6	-3
CCOC(=O)C1(Cc2ccccc2F)CCCN(C(=O)c2snnc2C)C1 (stereo unspecified)	-6	-10	-7
Cc1ccccc1CO[C@]1(C(=O)NN2CCOCC2)CC(OCc2ccc(C#N)cc2)[C@H](O)[C@H](O)C1 (stereo partly specified)	8	-2	-1
CCOC(=O)C1=C(O)C(=O)N(Cc2ccccc2)C1	-12	/	-1
CCCCn1c(=O)[nH]c(=O)c2c1nc(-c1cccc(F)c1)n2C	6	-7	-15
CC(c1ccon1)N(C)C(=O)c1coc(COc2ccc(F)cc2Cl)n1 (stereo unspecified)	2	/	4
CCCn1c(C2CC(=O)N(CC(C)C)C2)nc2ccccc21 (stereo unspecified)	1	/	-6

Just hcGAS lum, for some of the entries so far:
smiles,hcGAS lum
O=C(CSc1nc(Cl)cc(N2CCN(c3ccccc3F)CC2)n1)NC1CCN(Cc2ccccc2)CC1,3
COCCn1cc(NC(=O)NCC2CCN(c3ccc(F)c(F)c3)C2)cn1 (stereo unspecified),-2

New compounds follow:
SMILES	NPYLR7 ag	mcGAS inh	hcGAS lum
Cc1nc2c(c(N3CCOCC3)n1)CN(C(=O)c1ccc(Cl)c(Cl)c1)CC2	-6	-5	-7
CCOC(=O)c1cc(O)c(C(=O)OCC)s1	62*!	-4&-2	-3&3
COC(=O)c1ccc(COC(CN2CCN(C(=O)c3c(Cl)cccc3Cl)CC2)c2ccc(Cl)cc2)cc1 (stereo unspecified)	/	1	1
O=C(CN(c1ccccc1)S(=O)(=O)c1ccccc1)N1CCCCC1	0	-5	-3
Cc1noc(C)c1CN1CCCc2cc(F)c(F)cc21	4	/	-14
O=C(c1cnn(Cc2ccccc2)c1)N1CC[C@H](CO)[C@@H](O)C1	1	-15	-1
NNc1nc2c(c(=O)n1-c1ccccc1)C1(CCCCC1)Cc1ccccc1-2	11	-3	-3
CCOC(=O)N1CCC(NC(=O)C2CC23CCN(C(=O)CCOc2ccccc2)CC3)CC1 (stereo unspecified)	20	-9	-8
CCOc1ccccc1CN1CCNC(=O)C1CC(=O)N(C)CCOc1ccccc1 (stereo unspecified)	-3	/	-7
COc1ccc(Cl)c2sc(N3CCN(C(=O)c4ccc(Br)s4)CC3)nc12	10	/	-5
CC(C)NC(=O)C(=O)N1CCOC(c2ccc(Cl)cc2)C1 (stereo unspecified)	1	-14	-8
COC(=O)c1cc(NC(=O)C2CCC2)cc(C(=O)OC)c1	-2	/	1
COc1cc(NC(=O)c2ccc3c(c2)NC(=O)C(C)S3)cc(OC)c1 (stereo unspecified)	8	/	-9
CC1CN(CCCNC(=O)NCc2ccc(-n3ccnc3)cc2)CC(C)O1 (stereo unspecified)	1	/	-8
CNC(=O)CCN(C)C(=O)[C@@H](N)CC1CCCCC1	15	/	-8
O=C(Cn1nnn(-c2cccs2)c1=O)NC(=O)NCc1ccco1	5	/	-5
CN1CC2(CCCN(Cc3ccsc3)CC2)OC1=O (stereo unspecified)	3	/	-9
O=C(N[C@@H]1c2ccccc2C[C@@H]1O)c1cnn2c1CCCC2	3	-16	-3
CCOC(=O)c1c(NC(=O)c2cccc(Cl)c2)sc(C(=O)Nc2ccccc2F)c1C	5	-4	-8
Cc1ccc2nc(-c3cccc(Cl)c3)c(NC(=O)C3CCCCC3)n2c1	-3	-9	-8
O=C(CSc1nc(=O)n2cc(Cl)ccc2n1)Nc1ccc(F)cc1F	12	/	-8
Cc1cc(C)c(-c2nc(NC(=O)C3=COCCO3)sc2C)cc1C	4	/	-6
O=C1OC(c2ccccc2F)=N/C1=C\c1cc(Cl)ccc1O	1	-5	-7
C=CCn1c(C)nn(CN2CCN(c3cccc(Cl)c3)CC2)c1=S	-6	/	-5

A draw from above in order of SMILES length, largest number first:
SMILES	NPYLR7 ag	mcGAS inh	hcGAS lum
COC(=O)c1ccc(COC(CN2CCN(C(=O)c3c(Cl)cccc3Cl)CC2)c2ccc(Cl)cc2)cc1 (stereo unspecified)	/	1	1
CCOC(=O)N1CCC(NC(=O)C2CC23CCN(C(=O)CCOc2ccccc2)CC3)CC1 (stereo unspecified)	20	-9	-8
CCOC(=O)c1c(NC(=O)c2cccc(Cl)c2)sc(C(=O)Nc2ccccc2F)c1C	5	-4	-8
Cc1nc2c(c(N3CCOCC3)n1)CN(C(=O)c1ccc(Cl)c(Cl)c1)CC2	-6	-5	-7
O=C(c1cnn(Cc2ccccc2)c1)N1CC[C@H](CO)[C@@H](O)C1	1	-15	-1
CCOc1ccccc1CN1CCNC(=O)C1CC(=O)N(C)CCOc1ccccc1 (stereo unspecified)	-3	/	-7
O=C(N[C@@H]1c2ccccc2C[C@@H]1O)c1cnn2c1CCCC2	3	-16	-3
O=C(CSc1nc(=O)n2cc(Cl)ccc2n1)Nc1ccc(F)cc1F	12	/	-8
C=CCn1c(C)nn(CN2CCN(c3cccc(Cl)c3)CC2)c1=S	-6	/	-5
O=C(Cn1nnn(-c2cccs2)c1=O)NC(=O)NCc1ccco1	5	/	-5
COC(=O)c1cc(NC(=O)C2CCC2)cc(C(=O)OC)c1	-2	/	1
CNC(=O)CCN(C)C(=O)[C@@H](N)CC1CCCCC1	15	/	-8
Cc1noc(C)c1CN1CCCc2cc(F)c(F)cc21	4	/	-14
CN1CC2(CCCN(Cc3ccsc3)CC2)OC1=O (stereo unspecified)	3	/	-9
CCOC(=O)c1cc(O)c(C(=O)OCC)s1	62*!	-4&-2	-3&3

Next part
SMILES	NPYLR7 ag	mcGAS inh	hcGAS lum
O=C(CN1C(=O)NC2(CCCCC2)C1=O)NC1=NCCS1	1	/	-5
COCc1ccc(C(=O)N(C)C2CCCN(CCCc3ccccc3)C2)s1 (stereo unspecified)	1	/	-7
C=CCN(CC=C)C(=O)CN1CCN(c2cn[nH]c(=O)c2)CC1	/	-6	-2
Cc1cc(C)c(CNCCCNc2ccncc2)c(C)c1	3	/	4
CC(C)N1CCNC(=O)C1CC(=O)N(C)Cc1ccccc1CN1CCCC1 (stereo unspecified)	8	/	-7
COc1cc(OC)cc(C(=O)N(Cc2c(C)nn(-c3cccc(F)c3)c2N2CCN(C(C)C)CC2)C(C)C)c1	11	-6	-2
COc1ncnc(N(C)C)c1NS(=O)(=O)c1ccc(Cl)cc1	0	-15	-5
O=C(CCc1nc2ccccc2s1)N1CCN(Cc2ccc(C(F)(F)F)cc2)CC1	5	/	-7
CCCOc1cccc(C(=O)Nc2ccc(Cl)c(-c3nc4ccccc4o3)c2)c1	1	-4	-6
CSc1ncccc1C(=O)Nc1ccc(S(=O)(=O)N2CCCCCC2)cc1	-1	-8	-6
Cc1ccc(-n2nnnc2-c2cn(S(=O)(=O)c3ccc(C)cc3)c3ccccc3c2=O)cc1	8	/	-8
c1cc2c(cc1Nc1c3c(nc4nncn14)CCC3)OCCO2	1	/	-7
CCc1nc2c(OCCC3CCCCC3)cccn2c1N(C)C(=O)C(C)C	1	-3	-6
Cc1ccc(N(C2CCN(CC(C)C)CC2)S(=O)(=O)c2ccc(C)cc2)cc1	/	-6	-7
C=CCn1c(SCC(=O)c2cc(C)n(Cc3ccco3)c2C)nc2sc(C)c(C)c2c1=O	-6	-5	-5
CC(C)c1cccc(C(C)C)c1NC(=O)N(CC(=O)N1c2ccccc2-n2cccc2C1c1cccc(Cl)c1)C(C)C (stereo unspecified)	2	-2	0
C=CCn1c(SCc2ccc(Cl)c(Cl)c2)nnc1-c1cc(OC)cc(OC)c1	/	-9	-10
COC(=O)NN1C(=O)c2ccccc2C1=O	3	/	6
O=C(Cc1ccc(S(=O)(=O)NC2CCCCCC2)s1)N1CCCC1	/	-6	-16
O=C(NCc1cccnc1)c1csc(COc2ccc3c(c2)OCO3)n1	-4	-7	-5

Screening data: PubChem, Fisher Drug Discovery Resource Center
